STEP block – STEP (human) phosphatase inhibition. P54829. AID 588621. inhibition, % at 20 µM. 360,000 tested, 0.25% active. recombinant STEP, OMFP fluorogenic substrate, fluorescence;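 active = inhibition at 20 µM, scaled per plate between control wells, above about 37%, limit read from the data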;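 also: 0% = DMSO with enzyme and substrate and 100% = substrate only without enzyme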
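material = STEP tyrosine phosphatase | reagent = fluorogenic phosphatase substrate OMFP at 25 µM final | doses = single compound dose of 20 µM, 1% DMSO final | schedule = 20 min reaction, room temperature, in the dark | measured by = fluorescence, 480/540 nm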
PABP1 MLLE inh – blocks PAM2 peptide binding to the PABP1 MLLE domain | P11940 | GST-MLLE / FITC-PAM2 fluorescence polarization | inhibition, % at 20 µM | 360,000 tested, 0.36% active | AID 588489; in the data active = inhibition above about 35%, passing the limit was not always enough;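 also: plate controls were DMSO wells with GST-MLLE for no effect and wells lacking GST-MLLE protein for full effect; some results filed as inactive read as strong as hits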
Target sequence (P11940 whole entry, looked up, the tested form may be a part): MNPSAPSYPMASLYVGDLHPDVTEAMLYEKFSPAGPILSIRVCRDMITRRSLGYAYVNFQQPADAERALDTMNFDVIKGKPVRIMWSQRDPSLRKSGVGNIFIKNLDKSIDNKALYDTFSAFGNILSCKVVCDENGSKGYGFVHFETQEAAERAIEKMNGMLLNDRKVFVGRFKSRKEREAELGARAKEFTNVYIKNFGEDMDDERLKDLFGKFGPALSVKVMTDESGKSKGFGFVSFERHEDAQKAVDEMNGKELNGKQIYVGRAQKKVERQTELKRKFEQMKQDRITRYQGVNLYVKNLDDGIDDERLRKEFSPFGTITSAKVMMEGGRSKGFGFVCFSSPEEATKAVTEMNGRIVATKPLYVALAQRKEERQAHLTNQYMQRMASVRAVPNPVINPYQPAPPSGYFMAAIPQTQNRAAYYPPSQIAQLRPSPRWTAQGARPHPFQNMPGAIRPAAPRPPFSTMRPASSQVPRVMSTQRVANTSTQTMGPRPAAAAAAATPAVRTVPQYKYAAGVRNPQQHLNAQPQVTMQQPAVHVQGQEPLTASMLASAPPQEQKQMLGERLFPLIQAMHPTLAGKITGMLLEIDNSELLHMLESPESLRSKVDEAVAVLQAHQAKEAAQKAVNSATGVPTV
LMPTP inh – blocks human LMPTP phosphatase. P24666. inhibition, % at 20 µM. recombinant LMPTP-A, OMFP fluorogenic substrate, fluorescence intensity. AID 651560. 360,000 tested, 0.22% active;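 active = compounds that cut the enzyme signal by at least half of the control window in the single-dose screen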;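 also: plate controls were DMSO wells with enzyme plus substrate for no effect and substrate without enzyme for full effect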
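Assay system: LMPTP-A phosphatase enzyme | Input: 0.625 nM enzyme | Also added: Fluorogenic phosphatase substrate OMFP at 400 µM final | Compound dosing: One test concentration per compound, 20 µM, with 3% DMSO overall | Schedule: 50 min enzyme reaction at room temperature, protected from light | Signal: Fluorescence intensity | Benchmarks: no-enzyme and uninhibited controls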
Rpn11 block – blocks the human proteasome subunit Rpn11; O00487; human 26S proteasome, Ub4-pepOG fluorescence polarization; 20S core pre-blocked with epoxomicin; calls only at 20 µM; 360,000 tested, 0.59% active;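 active = inhibition at 20 µM, scaled to each plate's controls, above about 33%, limit read from the data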
CSN deneddyl inh – inhibitors of human CSN-mediated cullin deneddylation. Q92905. Purified CSN, SCF-Nedd8-OG deneddylation, fluorescence polarization. inhibition, % at 12.5 µM. 360,000 tested, 0.38% active;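 active = pattern-corrected inhibition above about 35%, with an unprinted fluorescence ratio check between 0.5 and 1.5, limit read from the data, passing the limit was not always enough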;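 also: 0% = enzyme with substrate and 100% = substrate without enzyme; some results filed as inactive read as strong as hits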
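Test system: purified human Csn5 enzyme expressed in HEK293T cells. Amount: 0.24 nM enzyme. Reagent: SCFSkp2-Nedd8OG substrate at 10 nM final. Schedule: 90 min incubation of compound, enzyme and substrate at room temperature. Detection: fluorescence polarization. Read-out: % inhibition of substrate cleavage by Csn5.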
NadD block – blocks S. aureus nicotinate mononucleotide adenylyltransferase. purified NadD enzyme, colorimetric absorbance read-out. 360,000 tested, 0.78% active. inhibition, % at 20 µM. AID 602399; in the data active = inhibition above about 26%; also: some compounds past the cut are filed as inactive
SUMO1-SIM PPI – SUMO1-SIM interaction modulation. P63165. SUMO1 binding to a labelled peptide, TR-FRET, 1 h. inhibition, % at 20 µM. 360,000 tested, 0.33% active. AID 602429; in the data active = inhibition above about 37%
Target sequence (P63165 whole entry, looked up): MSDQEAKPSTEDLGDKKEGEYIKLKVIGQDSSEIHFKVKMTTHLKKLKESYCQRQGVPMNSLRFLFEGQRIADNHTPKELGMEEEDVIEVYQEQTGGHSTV
DNMT1 block – blocks human DNA methyltransferase DNMT1; 360,000 tested, 0.83% active; AID 588458; inhibition (reported as % activation of signal), % at 10 µM; P26358; DNMT1 molecular beacon, Hinp1I cleavage, fluorescence; in the data active = inhibition above about 50%
Tb MetRS inh – Trypanosoma brucei MetRS inhibition; purified T. brucei MetRS, ATP depletion, Kinase-Glo luminescence; AID 624268; 360,000 tested, 0.4% active; inhibition, % at 11.9 µM;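 active = inhibition above a per-plate cutoff of the control wells' mean inhibition plus 3 SD, cut at about 5.5% in these data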;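 also: 0% = DMSO wells median and 100% = median of wells with control inhibitor compound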
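Test system: purified T. brucei MetRS enzyme. Also added: ATP, methionine and E. coli bulk tRNA substrates. Compound: 11.9 µM single point. Schedule: 15 min enzyme-compound preincubation, 2 h reaction, 10 min detection, 25 °C. Signal: luciferase luminescence of residual ATP, Kinase-Glo. Evaluation: percent inhibition versus plate control medians. Controls: DMSO wells, low control.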
Scp1 inh – Scp-1 (human) phosphatase inhibition | Q9GZU7 | Recombinant Scp1, phosphopeptide, malachite green phosphate absorbance | inhibition, % at 20 µM | 340,000 tested, 0.88% active | AID 493091;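 active = inhibition above about 50% at 20 µM, limit read from the data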;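 also: plate controls were DMSO wells with enzyme for no effect and wells lacking enzyme for full effect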
Target sequence (Q9GZU7 76-261 limits assumed): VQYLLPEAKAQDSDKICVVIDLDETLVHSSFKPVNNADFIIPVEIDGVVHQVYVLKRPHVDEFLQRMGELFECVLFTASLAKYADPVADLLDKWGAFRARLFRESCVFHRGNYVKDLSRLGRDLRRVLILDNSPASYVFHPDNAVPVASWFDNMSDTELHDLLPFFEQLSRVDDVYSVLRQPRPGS
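Times: enzyme reaction 45 min at room temperature, colour 5 min, stabilisation 30 min. Material: SCP-1 catalytic fragment, aa 76-261. Medium: Acidic Tris acetate buffer with magnesium and detergent. Signal: colorimetric free-phosphate detection, absorbance 630 nm. Read-out basis: % inhibition of SCP-1 phosphate liberation. Reagent: Phosphorylated 17-residue peptide substrate.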
Active calls of the source: *; i = inactive; / = no result given; & = joins results of further samples.

SMILES | STEP block | PABP1 MLLE inh | LMPTP inh | Rpn11 block | CSN deneddyl inh | NadD block | SUMO1-SIM PPI | DNMT1 block | Tb MetRS inh | Scp1 inh
CCCc1nc(SCC(N)=O)[nH]c(=O)c1CC | 1.7 | 2.2 | -2.2 | i | -3.7 | -6.7 | 4.1 | 5.0 | 0.1 | -2.2
Cc1ccc(NC(=O)COc2ccccc2C=O)cc1Cl | 0.6 | 4.2 | 0.1 | i | -13.8 | -0.7 | 1.8 | 3.0 | -0.6 | 7.4
COc1ccc(NC(=O)CN(c2ccc([N+](=O)[O-])cc2)S(=O)(=O)c2ccccc2)c(OC)c1 | 1.6 | -1.6 | 0.7 | i | 6.5 | -7.0 | -13.7 | -4.9 | -0.8 | -9.8
CCc1sc(C(=O)Nc2ccc(F)cc2C)cc1C | -3.5 | -6.0 | -1.7 | i | -9.3 | -5.0 | 1.8 | 3.2 | -0.5 | -3.9
COc1ccc(Cc2nnc(NC(=O)Nc3cccc(OC)c3)s2)cc1 | -0.7 | 2.8 | -2.0 | i | 3.6 | 0.7 | 1.0 | 7.3 | 0.1 | -5.9
CN(CC(O)CN1CCOCC1)S(=O)(=O)O (stereo not given) | -1.5&0.9 | -0.1&1.9 | -2.1&-3.8 | i | -2.4&-4.0 | -5.0&-1.5 | 0.4&0.7 | -2.8&1.8 | -0.9&-0.6 | -4.1&-3.4
Cc1cc(C(=O)c2ccc(Cl)cc2)c(NC(=O)CCl)s1 | 2.8 | -3.0 | 1.8 | i | -16.7 | -8.0 | -15.0 | 11.0 | -0.4 | -11.7
O=C(/C=C/c1c(F)cccc1Cl)Nc1cccnc1 | -2.8 | -5.4 | 0.6 | i | 0.6 | -3.4 | -12.4 | -7.2 | -0.9 | -3.5
C=CCN=c1scc(-c2ccc(F)cc2)n1/N=C/c1ccccn1 | 1.7 | -16.5 | 2.2 | i | 1.3 | 3.5 | -15.5 | -0.9 | -0.3 | -8.0
CCCCn1c(N)c(N(CC(C)C)C(=O)C(C)SCc2nc3sc(C)c(C)c3c(=O)[nH]2)c(=O)[nH]c1=O (stereo not given) | 2.9 | -12.3 | -0.9 | i | 2.5 | 8.3 | 7.7 | -3.1 | -0.5 | -2.7
CCOC(=O)N1CCN(Cc2cn[nH]c2-c2ccc(-c3ccccc3)cc2)CC1 | -2.3 | 1.0 | -0.3 | i | 2.9 | -5.7 | 0.7 | -2.4 | -0.6 | -12.8
Cc1ccc(Cc2nnc(SCC(=O)Nc3c(C)cccc3C)[nH]c2=O)cc1 | 0.0 | -9.0 | -0.8 | i | -3.8 | -2.4 | -2.5 | -0.3 | -0.4 | -6.8
Nc1nc(-c2ccccc2)nn1S(=O)(=O)c1ccccc1 | 1.4 | -19.4 | -0.5 | i | 2.6 | 2.3 | 0.5 | 11.9 | -1.2 | 18.3
CC1(c2nnc(Cc3ccccc3)o2)CC(c2ccccc2Br)=NO1 (stereo not given) | -0.6 | 0.3 | -0.5 | i | 0.4 | -9.6 | -4.8 | 3.4 | -0.3 | -2.3
COc1ccc(OC)c(NC(=O)CSc2nnc(N)s2)c1 | -2.4 | -0.7 | -1.4 | i | 5.6 | 2.6 | 2.2 | -1.2 | -0.2 | 1.4
CN(C)CCCCOc1ccccc1F | 6.2 | 4.8 | -0.8 | i | 4.3 | 1.2 | 5.3 | 1.1 | 0.5 | -1.0
Cc1cccc(CSC2=NN3CCCC(=O)N=C3S2)c1 | -0.9 | 8.6 | 0.0 | i | 0.3 | 1.1 | 5.8 | -2.9 | -1.0 | -3.9
COc1ccccc1NC(=O)[C@H](COCc1ccccc1)NC(=O)OC(C)(C)C | 0.8 | 7.7 | -0.5 | i | 5.8 | -3.9 | -1.6 | -1.4 | 0.4 | -14.7
O=C(NC(Cc1ccccc1)C(=O)O)c1ccc(S(=O)(=O)N2CCOCC2)cc1 (stereo not given) | -2.6 | -3.9 | -0.7 | i | -1.8 | -1.1 | 2.6 | 1.8 | -0.2 | -1.1
COc1ccc(CNc2ncnc3sccc23)cc1 | 0.0 | -4.4 | 1.8 | i | -2.6 | -1.0 | -0.9 | -7.0 | 1.2 | -3.4
Cc1ccc(S(=O)(=O)N2CCN(C(=O)COC(=O)/C=C/c3ccccc3F)CC2)c(C)c1 | 0.9 | -16.3 | 3.8 | i | 0.9 | -7.2 | -3.2 | -5.2 | 0.4 | -10.4
COc1ccc(N2CCN(C(=O)c3ccc(Oc4ccc(C(F)(F)F)cn4)cc3)CC2)cc1 | -1.3 | 1.8 | 0.5 | i | -4.5 | 1.3 | -1.0 | -0.6 | 0.0 | -6.2
COc1ccc(-n2cc(CN3CCCC3)c(-c3cccc(F)c3)n2)cc1 | 2.1 | -14.0 | -0.5 | i | 3.5 | -3.7 | -5.5 | 1.5 | -1.5 | 3.6
COc1cc(C(=O)OCC(=O)NCCC2=CCCCC2)ccc1OCC(C)C | 1.8 | -19.0 | 1.7 | i | -3.9 | -0.3 | 0.8 | -2.9 | -0.3 | -4.0
Cc1ccc(CC(=O)O/N=C(\N)c2ccccn2)cc1 | -3.1 | 7.3 | -0.1 | i | -0.8 | -1.2 | 0.8 | 1.9 | 0.2 | -1.8
N#Cc1ccc(CN2CCN(C(=O)c3cccc(S(=O)(=O)N4CCCCCC4)c3)CC2)cc1 | 2.0 | 5.7 | -1.9 | i | -1.1 | -2.1 | 1.9 | 0.9 | -0.1 | -2.7
COc1cc(C(=O)NNC(=O)c2ccc(S(=O)(=O)N3CCCCC3)cc2)cc(OC)c1OC | -2.3 | 0.0 | -2.6 | i | 1.4 | 1.8 | 5.0 | -0.5 | -0.4 | -11.1
CC(=O)NC1CC2CCCC(C1)N2Cc1ccc(C)cc1 (stereo not given) | -4.5 | -0.7 | -0.9 | i | -0.1 | -5.0 | 0.5 | -5.3 | -2.2 | 0.8
c1ccc(-c2[nH]ncc2CN2CCN(Cc3ccc4c(c3)OCO4)CC2)cc1 | -4.2 | -9.3 | -2.1 | i | 1.3 | 1.4 | 0.9 | 0.0 | 0.8 | -3.5
Cc1cccc(NC(=O)c2cccc(S(=O)(=O)N(C)C3CCCCC3)c2)n1 | 0.3 | -19.4 | -10.7 | i | 0.0 | 0.5 | -50.4 | -26.2 | -0.2 | /
Cc1nc(NC(=O)c2ccc(Br)s2)sc1C(=O)N(C)C | 0.4 | 8.9 | 1.0 | i | -3.7 | 0.2 | -3.6 | 3.3 | -0.1 | -1.5
COCCCNC(=O)Cn1nnc(-c2ccc(NC(=O)c3ccc(F)cc3)cc2)n1 | -0.8 | -7.1 | 0.6 | i | 0.8 | -0.6 | -5.8 | 13.6 | 0.5 | -1.1
CC(C)(C)OC(=O)N1CCC(C(=O)Nc2cccc(C(=O)NCCc3ccccc3)c2)CC1 | -2.0 | 1.6 | 0.0 | i | 2.8 | -4.6 | 0.8 | -0.3 | -0.2 | -0.1
Cc1nc2cc(S(=O)(=O)C(F)(F)F)ccc2s1 | -2.9 | 1.1 | -1.0 | i | 2.3 | -0.2 | 0.4 | 1.0 | 0.3 | 12.5
Cc1ccc(NC(=O)NCCCl)cc1S(=O)(=O)N1CCOCC1 | -2.0 | 7.3 | -1.0 | i | 3.7 | -3.3 | -3.0 | 1.3 | 0.6 | -7.4
CCc1nc(N[C@H](C(=O)O)C(C)CC)c2oc3ccccc3c2n1 (stereo not given in full) | -1.2 | -7.8 | -1.6 | i | -4.6 | 4.5 | 1.7 | 0.3 | -0.7 | -12.2
Cc1nc(-c2nc(-c3c(C(=O)NNC(=O)Nc4ccccc4)noc3C)cs2)cs1 | 2.0 | 8.3 | 0.3 | i | -2.7 | -1.0 | -2.1 | 0.3 | 0.4 | 0.9
COc1ccc(CCCNC(=O)C2CCC(=O)N(CCCN3CCCC3=O)C2)cc1 (stereo not given) | 3.2 | -7.3 | -1.7 | i | 0.0 | -1.4 | 4.1 | 1.1 | -0.1 | 1.2
Cc1cccc(OCC(=O)Nc2nnc(S(=O)(=O)N3CCC(C)CC3)s2)c1 | 0.9 | -7.9 | -2.1 | i | -0.2 | 4.0 | 8.3 | 6.0 | -0.2 | 6.9
CCC1CCCCN1C(=O)CCNC(=O)Cn1cnc2ccccc2c1=O (stereo not given) | 2.2 | -5.2 | -1.6 | i | -3.1 | -4.5 | -5.1 | 0.6 | 0.1 | -7.1
COC(=O)c1ccccc1OCCOCCOc1cccc2cccnc12 | -1.7 | 5.5 | -1.8 | i | -13.3 | 3.2 | -1.6 | -0.1 | 0.6 | -7.3
CCC(C)(C)NC(=O)c1cc([N+](=O)[O-])ccc1N1CCOCC1 | -2.8 | -1.3 | -1.1 | i | -2.3 | -6.6 | -16.2 | 0.8 | 0.1 | 1.4
Cc1ccccc1NC(=O)Nc1cc(S(N)(=O)=O)ccc1C | -4.4 | 2.9 | -2.3 | i | 5.3 | 2.0 | 2.6 | 0.8 | 0.7 | -7.7
N#C/C(=C(/O)CSc1n[nH]c(N)n1)c1nc2ccccc2[nH]1 | -3.8 | -14.9 | 0.0 | i | 9.0 | -0.9 | 7.3 | -8.5 | 0.2 | -14.0
Cc1ccc(S(=O)(=O)N(C)C)cc1NC(=O)C(C)OC(=O)CC1CC2CCC1C2 (stereo not given) | -1.7 | 18.4 | 1.5 | i | 2.7 | -1.4 | 3.6 | 0.7 | 0.5 | /
CC1=C(C(=O)OCc2ccc3c(c2)OCO3)C(c2ccc(O)c([N+](=O)[O-])c2)NC(=O)N1 (stereo not given) | 1.2 | 3.8 | -4.8 | i | -2.7 | -0.8 | -14.5 | 2.8 | -0.2 | 0.8
CCCCNc1c2c(nc3c(-c4ccccc4)c(C)nn13)CCC2 | 2.5 | -7.8 | 1.9 | i | -5.8 | -1.4 | 3.6 | 1.9 | -0.4 | 6.9
O=C(NCc1cccnc1)c1noc2c1CCCC2 | -2.6 | 4.1 | 0.5 | i | 0.0 | -5.4 | -2.8 | 2.6 | 0.2 | -3.8

Source: PubChem BioAssay (several laboratories)

This is a random part of the collection; overall some 3.6% were active at least once.
